HDAC3 inh: inhibitors of human histone deacetylase 3 | recombinant HDAC3, fluorogenic peptide/trypsin coupled, fluorescence | inhibition, % at 8.3 µM | 0.15% of 320,000 active | AID 2718; in the data active = inhibition above about 26%, passing the limit was not always enough
Target sequence (O15379 whole entry, looked up): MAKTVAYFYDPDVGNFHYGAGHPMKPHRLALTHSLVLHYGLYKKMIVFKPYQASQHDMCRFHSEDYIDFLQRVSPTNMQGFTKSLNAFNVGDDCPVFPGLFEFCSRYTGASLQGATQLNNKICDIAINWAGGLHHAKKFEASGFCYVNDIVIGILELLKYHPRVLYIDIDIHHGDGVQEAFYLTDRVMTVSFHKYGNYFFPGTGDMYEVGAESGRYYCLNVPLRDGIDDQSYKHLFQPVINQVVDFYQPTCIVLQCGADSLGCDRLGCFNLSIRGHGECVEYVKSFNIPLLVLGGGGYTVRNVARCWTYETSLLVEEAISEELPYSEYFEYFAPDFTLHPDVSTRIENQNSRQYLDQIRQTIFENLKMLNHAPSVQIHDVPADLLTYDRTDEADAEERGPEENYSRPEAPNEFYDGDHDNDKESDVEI
PolyA inh: blocks polyadenylation in yeast reporter cells | S. cerevisiae SKY197-pL101 polyadenylation reporter, beta-gal luminescence; efflux-impaired pdr1/pdr3 knockout yeast; score 100 = 6 SD above DMSO | calls only at 12 µM | 0.02% of 300,000 active;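 active = lowest replicate activity score at least 50, where 100 means six control SD above control mean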;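 also: yeast exposed to compound for 9 h at 30 °C; higher score means more reporter readthrough which indicates perturbed polyadenylation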
HSP90 refold inh: HSP90 refolding inhibition in rabbit reticulocyte lysate; AID 1789; inhibition, % at 5.6 µM; 0.91% of 290,000 active; luciferase refolding luminescence, 3 h;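 active = inhibition above the screen-wide mean plus 3 SD, computed separately per campaign, cut at about 16% in these data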;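 also: 0% = DMSO wells and 100% = 60 µM geldanamycin wells; inhibitors lower the luminescence because luciferase stays unfolded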
GSK3A inh: blocks human GSK-3 alpha kinase; 0.1% of 320,000 active; P49840; inhibition, % at 10 µM; ADP-Glo luminescence, 60 min;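 in the data active = inhibition above about 50%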;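 also: GST-tagged GSK-3 alpha with peptide substrate and 25 µM ATP; 0% = DMSO neutral wells and 100% = GW8510 positive control wells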
Target sequence (P49840 whole entry, looked up): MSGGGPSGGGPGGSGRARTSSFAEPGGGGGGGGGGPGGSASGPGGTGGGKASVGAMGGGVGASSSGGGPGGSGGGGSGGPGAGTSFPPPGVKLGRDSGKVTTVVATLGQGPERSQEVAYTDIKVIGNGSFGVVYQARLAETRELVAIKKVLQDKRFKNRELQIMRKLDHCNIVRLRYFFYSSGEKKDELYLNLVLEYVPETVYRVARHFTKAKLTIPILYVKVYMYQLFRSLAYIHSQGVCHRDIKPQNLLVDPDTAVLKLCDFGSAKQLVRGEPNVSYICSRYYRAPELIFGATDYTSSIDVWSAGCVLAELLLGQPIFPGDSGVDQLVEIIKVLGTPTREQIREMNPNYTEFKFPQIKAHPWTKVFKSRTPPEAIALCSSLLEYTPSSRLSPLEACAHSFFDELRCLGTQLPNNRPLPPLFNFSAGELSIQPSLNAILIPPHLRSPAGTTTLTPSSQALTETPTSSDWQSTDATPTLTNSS
DYRK1A inh: Dyrk1A (rat) kinase inhibition. Q63470. inhibition, % at 12.5 µM. AID 504441. ADP-Glo luminescence, NFATc1 peptide. 0.43% of 310,000 active; in the data active = inhibition above about 50%;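 also: plate controls were vehicle with enzyme for no effect and no enzyme for full effect; many of its hits are not listed in these tables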
AI-2 QS mod: Vibrio harveyi AI-2 quorum sensing modulation; Vibrio harveyi JMH597 AI-2 luminescence/OD600 ratio, 9 h; stronger effect = lower value; strain lacks LuxN and CqsS sensors; 0 = neutral-control median; activity change, % at 7.5 µM; 0.4% of 300,000 active; in the data active = activity change below about -75%, passing the limit was not always enough;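 also: luminescence divided by OD600 gain over 9 h not by final OD600 alone; inactives centre near 13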
HSF1 inhib: HSF1 inhibition; 0.77% of 300,000 active; activity change, negative = inhibition, % at 7.5 µM (by protocol); AID 2098; NIH3T3-HGL HSE-luciferase, MG132-induced, luminescence 8 h; stronger effect = lower value;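 active = more than half of replicate wells show activity change below -50%, luminescence cut by over half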;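 also: luciferase reports HSF-1 transcriptional activity via heat shock element; 0% = median of DMSO wells and -100% = zero luminescence signal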
HSF-1 act: increases HSF-1 driven luciferase reporter signal; NIH3T3-HGL HSF-1 luciferase reporter, MG132, 8 h; 100% = twice DMSO control signal; activation, % at 9 µM; 1.7% of 300,000 active; AID 504408;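 active = mean replicate activation of at least 50% with a set share of replicates each reaching 50%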;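 also: 0% = median of the neutral control wells and 100% = twice that signal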
Platelet DG rel: modulates dense granule release in human platelets; human platelet-rich plasma, SFLLRN dense granule ATP release, luminescence; inhibition, %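 (compounds screened at 7.5 µM in platelet-rich plasma)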; 0.22% of 300,000 active;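 active = mean replicate score, as percent of positive control, at or above 50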
GSK3beta inhib: blocks human GSK3beta kinase activity | GST-GSK3beta kinase, ADP-Glo luminescence, 60 min; stronger effect = lower value | P49841 | 0.038% of 300,000 active | activity score (negative = inhibition), % at 10 µM;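 active = more than half of replicate wells score below -50%, meaning over 50% inhibition versus plate controls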;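 also: 0% = median DMSO wells and -100% = median GW8510 positive control wells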
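Assay system: GST-fused GSK3beta enzyme, cell-free / Medium: Tris pH 7.5 buffer with MgCl2, DTT, BSA, heparin / Also added: peptide substrate plus 25 µM ATP (final) / Compound: 10 µM single point / Timing: kinase reaction with compound 60 min at room temperature / Detection: ADP-Glo luminescence / Benchmarks: DMSO neutral wells and GW8510 at 20 µM as positive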
Starred values were filed as active, the others as inactive; i = inactive; . = no result given; & = joins results of further samples. A portion of the library; count on the stated rates, not on these rows.

SMILES | HDAC3 inh | PolyA inh | HSP90 refold inh | GSK3A inh | DYRK1A inh | AI-2 QS mod | HSF1 inhib | HSF-1 act | Platelet DG rel | GSK3beta inhib
CC1(C)OC2OC(COC(=O)c3ccccc3)C3OC(C)(C)OC3C2O1 (centres undefined) | 5 | i | -4 | -2 | -9 | 2 | 5 | 6 | 3 | -2
COc1cccc(-n2nnc3c(=O)n(CC(=O)Nc4ccccc4C)cnc32)c1 | -1 | i | 0 | 0 | -2 | 12 | 3 | -15 | 4 | 2
Cc1ccc(S(=O)(=O)Nc2ccccc2CNc2ccccn2)cc1 | 5 | . | 1 | 3 | -5 | -9 | 14 | 37 | -5 | -3
O=C(CCc1nc2ccccc2[nH]1)Nc1ccc2c(c1)OCO2 | -9 | i | -4 | 3 | 23 | 3 | 9 | -3 | -1 | 2
Cc1ccc2nc(Nc3ccccc3)c(/C=N/O)c(=O)n2c1 | 3 | i | 0 | 3 | 6 | 51 | -5 | -6 | -7 | -3
Cc1cc(C)nc(N2CCCC(C(=O)NCc3ccc4c(c3)OCO4)C2)n1 (centres undefined) | -9 | i | -3 | 0 | 7 | 6 | 6 | 2 | 6 | 0
CC(=O)N(c1ccccc1C)S(=O)(=O)c1ccc(Cl)cc1 | 3 | i | 2 | -4 | -4 | -3 | -3 | 9 | 0 | -3
CCCSc1nnc(-c2cccc(S(=O)(=O)N(C)C)c2)n1-c1cc(OC)ccc1OC | -2 | i | 1 | 0 | 5 | 10 | 4 | -3 | -3 | 1
COc1ccc(NC(=O)CSc2nc3c(c(=O)n2C)SCC3)cc1OC | 1 | i | -2 | 0 | 1 | 44 | 4 | 2 | 1 | 4
NC(=O)c1ccc(N2CCCCC2)c(N2C(=O)C3C4C=CC(C4)C3C2=O)c1 (centres undefined) | -2 | i | 1 | 1 | 8 | 14 | 1 | -12 | 1 | 1
CC(=O)Nc1ccc(NC(=O)CSc2ncnn2-c2ccccc2)cc1 | 4 | i | 1 | -1 | -4 | 1 | -1 | -6 | 4 | -1
CCCOc1ccc(N2C(=O)CC(N(CCC)C(=O)CCC(=O)O)C2=O)cc1 (centres undefined) | . | i | 7 | . | -4 | 15 | -2 | 2 | 16 | 1
CSc1cccc(NC(=S)NC(=O)CCc2ccccc2)c1 | 3 | i | 4 | 0 | 5 | -53 | -3 | 0 | 0 | -2
CNC(=O)C(=O)Nc1nc(C23CC4CC(CC(C4)C2)C3)cs1 | -2 | i | 6 | -1 | -6 | 5 | 14 | 34 | -3 | 0
CCCCc1ccc(NS(=O)(=O)c2cccs2)cc1 | 1 | i | -1 | -4 | 6 | -21 | 0 | 2 | 9 | 0
N#CC1=C(N)SC(N)=C(C#N)C1CCc1ccccc1 | -1 | i | 0 | 19 | 32 | 22 | 15 | 9 | -3 | -3
CC1Oc2ccccc2N(Cc2ccccc2F)C1=O (centres undefined) | 4 | i | 0 | 0 | . | 14 | 0 | -14 | -3 | 2
CCOc1ccc(C(C(=O)NC2CCCCC2)N(C(=O)c2ccco2)c2ccc(-n3cnnn3)c(C)c2)cc1 (centres undefined) | 13 | i | 1 | -1 | 5 | 7 | 2 | 0 | 0 | 3
Cc1nn(Cc2ccccc2)c(C)c1NC(=O)CCCn1nc(C)c([N+](=O)[O-])c1C | 1 | i | 0 | -3 | 1 | 3 | 3 | 7 | 11 | -2
COc1ccc(-c2cc(C(F)(F)F)n3nc(N)nc3n2)cc1 | -4 | i | 5 | -3 | -6 | 23 | 4 | 5 | -10 | 11
C=CCC(=O)OCC(=O)Nc1ccc(Cl)cn1 | 2 | i | -3 | . | 5 | 14 | 10 | 9 | -9 | -1
O=C(CCc1nnc2n(Cc3ccc(F)cc3)c(=O)c3ccccc3n12)NCCCN1CCOCC1 | -3 | i | -2 | -4 | . | 2 | 5 | 24 | 0 | 2
CC(=O)c1c(-c2ccc(Cl)cc2Cl)noc1C | 0 | i | 3 | -1 | 5 | 25 | -57* | -64 | -3 | 1
O=C(CCC(=O)N1CCN(c2ccccc2F)CC1)N1CCN(c2ccccc2)CC1 | -1 | i | 0 | 2 | 0 | 27 | -4 | -12 | 8 | 0
O=C(NC(=S)NCc1ccc2c(c1)OCO2)c1ccccc1 | . | i | -1 | . | -2 | 22 | -14 | 10 | -4 | 2
Cc1ccc(-c2n[nH]c(=S)n2/N=C/c2cc3c(cc2[N+](=O)[O-])OCO3)cc1 | -9 | i | 2 | -3 | 1 | 13 | 12 | 45 | 9 | -1
Cc1ccccc1Nc1c(-c2ccccn2)nc2c(C)cccn12 | 1 | i | 1 | -4 | 17 | 30 | 18 | 13 | 11 | 0
O=S(=O)(c1ccc(Cl)nc1)N1CCN(c2ncccn2)CC1 | -5 | i | -1 | 4 | 15 | 22 | -6 | 6 | 2 | -1
O=C(Cn1cnc2cc([N+](=O)[O-])ccc2c1=O)Nc1ccc(N2CCOCC2)cc1 | 0 | i | 2 | 2 | 1 | 12 | -7 | 0 | 4 | 2
Cc1ccc(Sc2nc(C)c([N+](=O)[O-])c(C)c2C#N)cc1 | 1 | i | 2 | -2 | . | -5 | -1 | 0 | -1 | 3
CCOc1cc(C(=O)OCC(=O)Nc2cccc(C)c2)ccc1OCC(=O)N1CCOCC1 | -11 | i | -3 | 0 | -19 | 26 | 7 | 8 | 0 | -1
Cc1nc2ccccc2c2oc(C(=O)NCCN3CCN(C)CC3)cc12 | -4 | i | -1 | 2 | 13 | 14 | -3 | -1 | 5 | 2
O=C(c1ccc(CS(=O)Cc2ccc(Cl)cc2)o1)N1CCN(c2ccccc2F)CC1 (centres undefined) | 9 | i | -4 | -2 | 1 | 19 | 0 | 16 | -23 | 1
COc1cccc(CNCc2ccccc2OC)c1 | -15 | i | -3 | -3 | 2 | 9 | -3 | -3 | -1 | -1
FC(F)Oc1ccccc1NC(=S)Nc1cccnc1 | -1 | i | 1 | -3 | -9 | 10 | 0 | -4 | 0 | -2
CCc1c(C(=O)Nc2cc(C(=O)OC)ccc2C)csc1C | -2 | i | -6 | 0 | -2 | 23 | -2 | 6 | 7 | 2

Record cards (already shown):
Cc1ccccc1Nc1c(-c2ccccn2)nc2c(C)cccn12 is listed as HDAC3 inh = 1; PolyA inh = i; HSP90 refold inh = 1; GSK3A inh = -4; DYRK1A inh = 17; AI-2 QS mod = 30; HSF1 inhib = 18; HSF-1 act = 13; Platelet DG rel = 11; GSK3beta inhib = 0
O=C(NC(=S)NCc1ccc2c(c1)OCO2)c1ccccc1 is listed as HDAC3 inh = .; PolyA inh = i; HSP90 refold inh = -1; GSK3A inh = .; DYRK1A inh = -2; AI-2 QS mod = 22; HSF1 inhib = -14; HSF-1 act = 10; Platelet DG rel = -4; GSK3beta inhib = 2

The listing continues:
SMILES | HDAC3 inh | PolyA inh | HSP90 refold inh | GSK3A inh | DYRK1A inh | AI-2 QS mod | HSF1 inhib | HSF-1 act | Platelet DG rel | GSK3beta inhib
CC(NC(=O)/C(C#N)=C/c1cn(-c2ccccc2)nc1-c1ccc(F)cc1)c1ccccc1 (centres undefined) | 4 | i | 1 | -2 | -2 | 39 | 5 | 30 | -9 | -1
O=C(NCC1CCCN(C(=O)c2cccc(C(F)(F)F)c2)C1)c1ccc(F)cc1 (centres undefined) | 2 | i | -2 | -1 | 2 | 12 | 7 | -9 | 2 | -2
CC1=C(C(=O)OC(C)C)C(c2cccnc2)C2=C(CCCC2=O)N1 (centres undefined) | -15 | i | 9 | 0 | 0 | 3 | 4 | 0 | 7 | 3
O=C(O)CNc1ccc(S(=O)(=O)C(F)(F)F)cc1[N+](=O)[O-] | 4 | i | 1 | 0 | 1 | 29 | -7 | 5 | -4 | -2
O=C(CSc1nc2c(sc3ccccc32)c(=O)n1CCCN1CCCC1)NCc1ccccc1 | -1 | i | -1 | -3 | -2 | -5 | 1 | -6 | 3 | -1
O=C(CCSCCC(=O)Nc1ccccc1F)Nc1ccccc1F | -6 | i | 1 | 0 | . | 3 | 2 | 13 | -9 | 0
CCc1nonc1NC(=O)c1oc2cc(Br)ccc2c1C | -5 | i | -8 | -1 | . | 22 | 4 | 7 | -10 | -3
COc1cc(C(=S)N2CCCCC2)ccc1OCC(=O)Nc1ccccc1Cl | 5 | i | 3 | 0 | 3 | 15 | 1 | -4 | 1 | 1
COc1ccc(Cn2c(-c3ccc(C)cc3)nc3c(c(=O)c4ccccc4n3C)c2=O)cc1 | -1 | i | 0 | -1 | -6 | 50 | -2 | -11 | -4 | 0
N#Cc1c(/N=C/C=C/c2ccccc2)sc2c1CCCC2 | 14 | i | -4 | -3 | 7 | 29 | -4 | -4 | -9 | 2
COc1ccc(CCNC2=CC(=O)N(c3ccc(F)cc3)C2=O)cc1 | -5 | i | -1 | -3 | 0 | 14 | 1 | 20 | 13 | 1
CCCN(C(=O)COc1ccc(Cl)cc1Cl)c1c(N)n(Cc2ccccc2)c(=O)[nH]c1=O | 5 | i | 3 | 0 | -2 | 8 | -1 | -4 | 4 | 2
CCOC(=O)c1c(NC(=O)CSc2nnc(-c3cccc(C)c3)n2CC)sc(C(C)=O)c1C | 3 | i | 5 | -5 | 3 | 11 | 21 | 44 | -36 | 2
COc1ccc(OC)c(-c2nc(C(=O)NCCCN3CCOCC3)cc3c2[nH]c2ccccc23)c1 | 6 | i | 5 | -1 | 13 | -3 | -5 | 6 | 1 | -1
COc1cc(Cc2cnc(N)nc2N)cc(OC)c1OC | -2&-3 | i | 3&3 | -1&-3 | 2&9 | 18&22 | -2&2 | 8&-20 | -1&2 | -1&-1
Cc1ccc(NC(=O)c2cccc(OC(F)F)c2)c(OC(F)F)c1 | 5 | i | 2 | 0 | -2 | 10 | -7 | 12 | -12 | 0
CCCCOc1ccc(NC(=O)C(=O)NCCC2=CCCCC2)cc1 | 1 | i | -3 | 1 | -3 | 6 | -4 | -17 | 5 | 1
Cc1cccn2c(=O)c(/C=C(\C#N)S(=O)(=O)c3ccccc3)c(N3CCC(C(N)=O)CC3)nc12 | 0 | i | 1 | -1 | -2 | 37 | 1 | 0 | -1 | -3
CN(C)S(=O)(=O)n1cc(/C=C(\NC(=O)c2ccccc2)C(=O)N2CCOCC2)c2ccccc21 | 12 | i | -4 | 2 | -5 | -2 | 7 | 20 | -13 | -1
CCOC(=O)c1nn(-c2ccccc2C)c2nc(Nc3ccccc3)cc(=O)n12 | -2 | i | 3 | -2 | 6 | 37 | 18 | 26 | -9 | 1
CN(C)c1ccc(C(=S)N2CCN(S(=O)(=O)c3ccccc3)CC2)cc1 | 1 | i | -3 | 3 | -1 | 15 | 6 | 18 | -4 | 2
Cc1csc(NC(=O)CSc2nnc(NC(=O)COc3ccc(Cl)cc3)s2)n1 | 1 | i | 3 | -2 | -7 | 0 | -10 | 18 | -22 | 0
CCCN(C(=O)CSc1nnnn1-c1ccccc1OC)C1CCS(=O)(=O)C1 (centres undefined) | -13 | i | -3 | -2 | 0 | 39 | -15 | -4 | 10 | -5
Cc1ccc(-c2cc(-c3ccc(C)cc3O)[nH]n2)cc1 | 6 | i | -4 | 1 | -3 | 12 | 52 | 71* | 3 | 6
CC(=O)c1ccc(OCC(=O)NC2CCCN(Cc3ccccc3F)C2)cc1 (centres undefined) | . | i | 3 | . | . | 24 | 1 | 19 | 2 | 0
O=C(NC1=NCCS1)c1nc(-c2ccccc2)n(-c2ccccc2)n1 | 2 | i | -3 | -1 | -4 | 26 | -6 | 1 | 11 | -3

Compound activity deposited in PubChem by several laboratories.
